# Bioassay records from PubChem BioAssay.
# GSK3 alpha inh: human GSK-3 alpha kinase inhibition; inhibition, % at 10 µM; ADP-Glo luminescence, 60 min; 320,000 tested, 0.1% active; AID 2650;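 in the data active = inhibition above about 50%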;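 also: GST-tagged GSK-3 alpha with peptide substrate and 25 µM ATP; 0% = DMSO neutral wells and 100% = GW8510 positive control wells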
# Target sequence (P49840 whole entry, looked up): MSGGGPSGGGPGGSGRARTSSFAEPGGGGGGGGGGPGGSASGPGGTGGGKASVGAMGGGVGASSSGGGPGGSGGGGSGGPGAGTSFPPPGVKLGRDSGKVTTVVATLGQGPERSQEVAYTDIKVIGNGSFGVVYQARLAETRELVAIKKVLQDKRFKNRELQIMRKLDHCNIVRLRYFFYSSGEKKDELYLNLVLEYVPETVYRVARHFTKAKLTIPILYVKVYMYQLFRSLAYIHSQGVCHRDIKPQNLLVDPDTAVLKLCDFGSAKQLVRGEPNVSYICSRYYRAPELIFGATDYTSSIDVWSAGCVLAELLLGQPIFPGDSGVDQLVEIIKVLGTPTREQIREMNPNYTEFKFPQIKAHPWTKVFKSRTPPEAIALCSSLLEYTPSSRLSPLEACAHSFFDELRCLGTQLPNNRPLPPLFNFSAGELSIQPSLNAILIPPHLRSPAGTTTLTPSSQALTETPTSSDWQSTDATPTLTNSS
# hERG protect: hERG (human) protection from proarrhythmic block. activation (rescue from dofetilide block), less the hit threshold, % at 10 µM. Q12809. AID 1511. CHO-hERG, FluxOR thallium flux, dofetilide IC70 present. 310,000 tested, 0.51% active;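 active = activation above the mean of controls blocked by dofetilide plus 5 SD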;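 also: thallium influx through hERG after potassium depolarization seen as dye fluorescence rise; in these data hits start at about 4.7%; inactives centre near -7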
# HDAC3 inh: inhibitors of human histone deacetylase 3 | O15379 | recombinant HDAC3, fluorogenic peptide/trypsin coupled, fluorescence | inhibition, % at 8.3 µM | 320,000 tested, 0.15% active | AID 2718; in the data active = inhibition above about 26%, passing the limit was not always enough; inconclusive = no clear call, values can overlap the other calls
# Target sequence (O15379 whole entry, looked up): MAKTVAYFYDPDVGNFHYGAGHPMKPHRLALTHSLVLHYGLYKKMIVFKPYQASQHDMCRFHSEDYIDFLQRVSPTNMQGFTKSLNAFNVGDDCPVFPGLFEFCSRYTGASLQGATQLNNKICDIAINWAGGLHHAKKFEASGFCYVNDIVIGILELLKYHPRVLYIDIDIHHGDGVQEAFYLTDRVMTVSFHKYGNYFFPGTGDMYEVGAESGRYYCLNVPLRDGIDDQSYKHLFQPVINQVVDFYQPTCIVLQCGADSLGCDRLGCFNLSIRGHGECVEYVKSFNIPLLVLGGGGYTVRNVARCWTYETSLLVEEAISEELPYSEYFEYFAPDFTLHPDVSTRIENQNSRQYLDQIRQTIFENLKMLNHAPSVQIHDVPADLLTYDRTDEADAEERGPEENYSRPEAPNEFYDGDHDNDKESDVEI
# KCNK3 block: human KCNK3 channel inhibition, primary screen; B-score at 10 µM; AID 602410; CHO-KCNK3 thallium flux, FluxOR fluorescence; hits give low values; O14649; 340,000 tested, 0.84% active;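 active = B-score under library mean minus 4 SD, starting fluorescence ratio at most library mean plus 5 SD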;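 also: more negative B-score means stronger inhibition of thallium flux through KCNK3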
# Dyrk1A ADPGlo: inhibitors of rat Dyrk1A kinase. Q63470. ADP-Glo luminescence, NFATc1 peptide. inhibition, % at 12.5 µM. 310,000 tested, 0.43% active. AID 504441; in the data active = inhibition above about 50%;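 also: plate controls were vehicle with enzyme for no effect and no enzyme for full effect; many of its hits are not listed in these tables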
# KCNQ1 pot: human KCNQ1 channel potentiation or activation. P51787. B-score at 10 µM. CHO-K1 KCNQ1, thallium flux FluxOR fluorescence; hits give high values. 310,000 tested, 0.35% active;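 active = fluorescence ratio B-score, a plate-corrected score, at least three library SD, with initial intensity B-score within 5 SD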
#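 assay system = CHO-K1 cells stably expressing KCNQ1 | medium = assay buffer, equal DMSO in all wells | timing = 37 °C overnight plating, 90-min dark dye load, 20-min compound pretreatment | measured by = kinetic FluxOR thallium fluorescence, 10-s 1-Hz baseline, 110-s post-stimulus read | measure = fluorescence change relative to baseline, converted to B score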
# PolyA inhibitor: blocks polyadenylation in yeast reporter cells; 300,000 tested, 0.02% active; calls only at 12 µM; AID 1875; S. cerevisiae SKY197-pL101 polyadenylation reporter, beta-gal luminescence; efflux-impaired pdr1/pdr3 knockout yeast; score 100 = 6 SD above DMSO;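 active = lowest replicate activity score at least 50, where 100 means six control SD above control mean; inconclusive = lowest score under 50 but half or more replicates reach 50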;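 also: yeast exposed to compound for 9 h at 30 °C; higher score means more reporter readthrough which indicates perturbed polyadenylation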
# KCNK9 block: inhibitors of human KCNK9 two-pore domain potassium channel. Q9NPC2. HEK293 KCNK9, FluxOR thallium flux fluorescence; hits give low values. B-score at 10 µM. 310,000 tested, 1.2% active. AID 488922;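 active = ratio B-score over 3 SD below the library mean, with starting fluorescence within 5 SD of its mean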;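 also: negative B-score means less thallium flux so channel inhibition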
# RGS4 pot: potentiators or activators of RGS4; AID 463111; B-score at 10 µM; 310,000 tested, 0.92% active; HEK293 M3R/inducible RGS4, carbachol calcium flux Fluo4; hits give low values;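 active = B-score of the integrated calcium signal more than 4 SD below the library mean, with starting fluorescence not abnormally high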;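 also: negative B-score means reduced calcium response which marks RGS4 activation or potentiation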
#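 Assay system: HEK293 FlpIn-TREx cells, stable M3R, doxycycline-inducible RGS4 / Probe or stimulus: carbachol, ECmax concentration / Times: overnight RGS4 induction, 30 min dye load 37 °C, 20 min compound RT / Signal: kinetic calcium fluorescence imaging with Fluo4-AM dye, 2 µM / Measure: Agonist-evoked peak-minus-minimum fluorescence over baseline, integrated ratio, B score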
# GSK3B inh: human GSK3beta kinase inhibition; P49841; GST-GSK3beta kinase, ADP-Glo luminescence, 60 min; hits give low values; activity score (negative = inhibition), % at 10 µM; 300,000 tested, 0.038% active; AID 2097;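 active = more than half of replicate wells score below -50%, meaning over 50% inhibition versus plate controls; inconclusive = some replicates but at most half score below -50%; inactive = no replicate scores below -50%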;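 also: 0% = median DMSO wells and -100% = median GW8510 positive control wells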
#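 test system = GST-tagged human GSK3beta kinase, cell-free | reagent = 25 µM ATP with peptide substrate | dosing = one dose of 10 µM per compound | schedule = 60 min reaction, RT | detection = luminescent ADP-Glo measurement of ADP formed | control set = DMSO neutral wells and GW8510 at 20 µM as positive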
# KCNQ1 block: blocks the human KCNQ1 potassium channel; CHO-K1 KCNQ1, FluxOR thallium flux fluorescence; hits give high values; B-score at 10 µM; 310,000 tested, 1.3% active; AID 2642;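 active = compounds whose thallium flux B-score, printed positive for inhibition, exceeds three library SD while starting fluorescence stays within three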;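 also: channel opened by potassium depolarization with thallium stimulus after 20 min compound exposure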
# * = called active by the depositor; i = inactive; ? = inconclusive; / = no result given. A portion of the library (hit frequency here may not be typical).
SMILES,GSK3 alpha inh,hERG protect,HDAC3 inh,KCNK3 block,Dyrk1A ADPGlo,KCNQ1 pot,PolyA inhibitor,KCNK9 block,RGS4 pot,GSK3B inh,KCNQ1 block
CCC(=O)N1CCCc2cc(S(=O)(=O)N3CCN(c4ccccn4)CC3)ccc21,2,-5,3,i,-3,i,i,i,i,-1,i
CC(C)(O)c1[nH]c2ccc(C#N)cc2c1C(C)(C)O,2,-5,0,/,/,i,i,i,i,1,i
OCCN1CCN(C(=S)c2ccc(Cl)cc2)CC1,0,-1,7,i,-1,i,i,i,i,2,i
O=C(CSc1ccc2nnc(-c3cccc(F)c3)n2n1)NCC1CCCO1 (centres undefined),/,-8,/,i,-7,i,i,i,i,0,i
O=c1[nH]ccc2c(O)cccc12,1,-4,-3,i,38,i,i,i,i,1,i
CCn1cnc2cc(NCc3ccc(OC)cc3)ccc21,1,-10,-6,i,2,i,i,i,i,-2,i
CCCn1ncc(CN2CCC(n3nccc3NC(=O)c3ccccc3OC)CC2)c1C,/,-10,8,i,-4,i,i,i,i,2,i
CC(=O)c1ccccc1C(=O)N1CCCC(CNC(=O)c2ccccc2Cl)C1 (centres undefined),-1,-3,-7,i,/,i,i,i,i,2,i
CS(=O)(=O)c1ccc(C(=O)OCc2nnc(-c3ccccc3)o2)cc1[N+](=O)[O-],/,-17,/,i,/,21*,i,i,i,2,i
COc1ccc(C(=O)N2CC(=O)N(CCc3ccccc3)C(=O)C2)cc1OC,2,-8,-1,i,6,i,i,i,i,-2,i
O=C1c2ccccc2C(=O)N1Cc1ccccn1,-2,-5,-3,i,-1,i,i,i,i,-4,i
CCOc1ccc(N2CC(C(=O)NCCc3ccc(S(N)(=O)=O)cc3)CC2=O)cc1 (centres undefined),-2,-3,2,i,0,i,i,i,i,1,i
Cc1ccccc1C(N)c1ccncc1 (centres undefined),0,-4,3,i,/,i,/,i,i,-1,i
Cc1ccc(Cc2cncc(O)c2)cc1S(=O)(=O)O,1,-4,-6,i,1,i,i,i,i,2,i
COc1ccc(S(=O)(=O)NCC(c2cccnc2)N2CCN(Cc3ccccc3)CC2)cc1 (centres undefined),-1,-8,2,i,-3,i,i,i,i,-2,i
CCCN(CCC)CCCNC(=O)c1cn(CC)c2ccc(S(=O)(=O)N3CCc4ccccc4C3)cc2c1=O,1,-9,-1,i,-4,i,i,i,i,1,i
Cc1cc(C)c(S(=O)(=O)NCC(c2cccnc2)N2CCN(Cc3ccccc3)CC2)c(C)c1 (centres undefined),-2,-11,-1,i,-2,i,i,i,i,1,i
CC(=O)Nc1cccc(NC(=O)Cc2ccc3ccccc3c2)c1,-1,-3,-7,i,7,i,i,i,i,-5,i
CCOc1ccccc1/C=N/n1c(C2CCCCC2)n[nH]c1=S,0,-7,-2,i,4,i,i,i,i,-1,i
COc1ccc(NS(=O)(=O)c2cccc(C(=O)Nc3ccccc3C(=O)O)c2)cc1,-3,-10,-3,i,1,i,i,i,i,4,i
CSc1sc(C(=O)O)c(C)c1C(C)=O,-4,0,6,i,14,i,i,i,i,-18,i
CCCNc1nc(-c2cc(-c3ccc(Cl)cc3)on2)cc(C(C)C)n1,2,-8,4,i,8,i,i,i,i,3,i
Cc1ccc(Cn2c(C(CO)Nc3nc(-c4ccc(F)cc4)cs3)nc3ccccc32)cc1 (centres undefined),-1,-3,-3,i,-11,i,i,i,i,-1,i
CC(=O)[C@H]1CC[C@H]2[C@@H]3CCC4=CC(=O)CC[C@]4(C)[C@H]3[C@H](O)C[C@]12C,0,-5,-4,i,7,i,i,i,i,-2,i
CCCCC(=O)Nc1ccc(NC(=O)C(C)C)cn1,0,-4,-4,i,2,i,i,i,i,0,i
O=C(CN1C(=O)S/C(=C/c2ccncc2)C1=O)N1CCOCC1,-3,-6,1,i,5,i,i,i,i,1,i
COc1ccc(O)c(C(=O)c2cc(C(=O)NCCc3ccccc3)c(=O)n(CCc3ccccc3)c2)c1,0,-6,?,i,2,i,i,i,i,2,i
Cc1cc(C)n2nc(C(=O)N/N=C/c3c4ccccc4cc4ccccc34)nc2n1,-1,-6,-4,i,3,i,i,i,i,-1,i
Cc1ccc(NCC(=O)Nc2c(C)n(C)n(-c3ccccc3)c2=O)cc1S(=O)(=O)N(C)C,/,-12,-6,i,-2,i,i,i,i,1,i
Cn1cc(S(=O)(=O)c2ccccc2)c(=O)c2cc(F)c(N3CCOCC3)cc21,1,-9,-3,i,-5,i,i,i,i,2,i
CN(C)c1ccc(C(=O)NCC2CCCO2)cc1 (centres undefined),-2,-11,8,i,-2,i,i,i,i,2,i
COc1ccc(CC(=O)OCC(=O)Nc2ncc(Cl)cc2Cl)cc1,-1,-1,2,i,-4,i,i,i,i,2,i
CCN(CC)S(=O)(=O)c1ccc(S(=O)(=O)Nc2ccc(C(=O)N3CCCC3)cc2)cc1,3,-4,0,i,-1,i,i,i,i,1,i
COc1cc(NC(=O)C2CC(c3c(F)cccc3Cl)=NO2)cc(OC)c1OC (centres undefined),1,-10,-4,i,-2,i,i,i,i,/,i
O=C(NCc1ccc(Cl)cc1)c1cc2ccccc2oc1=O,1,-2,1,i,9,i,/,i,i,0,i
COC(=O)CSc1nnc(CNc2ccc(OC)cc2)n1C,-1,-13,-1,i,-4,i,i,i,i,5,i
C/C(=N\NC(=O)c1ccccc1)c1ccccc1Br,2,-6,-2,i,2,i,i,i,i,3,i
Cc1ccc(C2Nc3cccc4cccc(c34)N2)s1,-1,-11,-15,i,5,i,i,i,i,0,i
CCCc1ccc(OCC(O)CN2CCN(CCO)CC2)cc1 (centres undefined),-7,-3,3,i,2,i,i,i,i,1,i
O=c1[nH][nH]cc1C=Nc1ccc(Oc2ccccc2)cc1,-2,-10,-3,i,0,i,i,i,i,0,i
COc1ccc(-c2csc(NC(=O)COC(=O)c3ccc(Br)o3)n2)cc1,2,-10,-11,/,/,i,i,i,i,-2,i
COc1cc(OC)cc(C(=O)N2CCN(C(=O)Cc3ccccc3)CC2)c1,-1,-6,-9,i,/,i,i,i,i,1,i
COc1ccc(OC)c(NC(=O)c2cc(-c3cc(Cl)ccc3O)n[nH]2)c1,2,-4,4,i,3,i,i,i,i,-1,i
Cc1ccc(-n2nc(C(=O)N3CCN(C)CC3)c3c4ccccc4n(C)c3c2=O)cc1,2,-8,-3,i,4,i,i,i,i,0,i
Nc1nc(SCC(=O)NCC2CCCO2)[nH]c(=O)c1NC(=O)c1ccc(F)c(F)c1 (centres undefined),-2,-9,1,i,-3,i,i,i,i,0,i
Cc1cc(CN2CCCC(N3CCc4ccccc4C3)C2)cc(C)c1O (centres undefined),-2,-4,-5,i,-1,i,i,i,i,2,i
Nc1nnc(-c2ccc(F)cc2)s1,2,-7,1,i,15,i,i,i,i,-1,i
Cc1ccc(NC(=O)CN(C)C(=O)Cn2ncc(Cl)c(Cl)c2=O)cc1,2,-9,4,i,2,i,i,i,i,11,i
Cc1cc(C)cc(N2C(=O)N(c3ccccc3C)C3CS(=O)(=O)CC32)c1 (centres undefined),-1,-6,-4,i,-4,i,i,i,i,3,i
CCCCN1C[C@H](O)[C@@H](O)[C@H](O)[C@H]1CO,0,0,2,i,8,i,i,i,i,-2,i

# Shown as a hit in KCNQ1 pot (from the list above):
SMILES	GSK3 alpha inh	HDAC3 inh	KCNK3 block	Dyrk1A ADPGlo	KCNQ1 pot	PolyA inhibitor	KCNK9 block	GSK3B inh	KCNQ1 block
CS(=O)(=O)c1ccc(C(=O)OCc2nnc(-c3ccccc3)o2)cc1[N+](=O)[O-]	/	/	i	/	21*	i	i	2	i

# (listing goes on)
SMILES,GSK3 alpha inh,hERG protect,HDAC3 inh,KCNK3 block,Dyrk1A ADPGlo,KCNQ1 pot,PolyA inhibitor,KCNK9 block,RGS4 pot,GSK3B inh,KCNQ1 block
Cc1nc(SCC(=O)Nc2ccc3c(c2)OCCO3)nc(C)c1C,-10,-7,-3,i,-5,i,i,i,i,3,i
CCOC(=O)c1cccc(NC(=O)c2ccccc2C)c1,0,3,-8,i,4,i,i,i,i,-1,i
COc1c(Cl)cc(C(=O)NCc2ccco2)cc1Cl,-2,-4,4,i,-9,i,i,i,i,/,i
CCN(CC)CCNC(=O)c1cc2ccccc2nc1Cl,-8,-5,5,i,-5,i,i,i,i,-1,i
CC(=O)n1nc(-c2ccc(C)cc2)nc1NCc1ccc(F)cc1,/,-11,/,i,/,i,i,i,i,2,i
COc1ccc(C(CNC(=O)c2ccc(-c3ccccc3)cc2)N(C)C)cc1OC (centres undefined),1,-9,-10,i,8,i,i,i,i,1,i
CC(C)CCNC(=O)c1ccc(Cl)c(NC(=O)Cc2ccccc2)c1,-1,-7,-4,/,/,i,i,i,i,1,i
CCOc1ccc(NC(=S)c2ccc3ccccc3n2)cc1,1,-12,-2,i,-4,i,i,i,i,-3,i
CCN(c1cccc(C)c1)c1nc2ccsc2c(=O)s1,-1,-14,-3,i,3,i,i,i,i,5,i
Cc1cc(C)nc(NS(=O)(=O)c2ccc(N/C=C\C(=O)c3ccc(Cl)cc3)cc2)n1,-2,-3,4,i,4,i,i,i,i,3,i
CN(C)S(=O)(=O)N1CCC(Oc2cccc(C(=O)N3CCCCCC3)c2)CC1,-3,-9,-3,i,0,i,i,i,i,0,i
COc1ccc(C(=O)O)cc1NC(=S)NC(=O)/C=C/c1ccc(C(C)C)cc1,0,-18,8,i,23,i,i,i,i,6,i
COc1ccc(Nc2nc(-c3ccccc3)cs2)cc1,4,-10,5,i,-3,i,i,i,i,0,i
COc1ccc(C(=O)OCC(=O)Nc2cccc(C(C)=O)c2)cc1OC,0,-5,-1,i,8,i,i,i,i,-1,i
Cc1ccc(-n2c(O)c(C=NC3CCS(=O)(=O)C3)c3ccccc3c2=O)c(C)c1 (centres undefined),3,-13,0,i,18,i,i,i,i,1,i
CC(OC(=O)CNC(=O)C12CC3CC(CC(C3)C1)C2)C(=O)Nc1ncc(Cl)cc1Cl (centres undefined),-6,-16,1,i,2,i,/,i,i,13,i
CCC(=O)NCC(=O)OCC(=O)c1ccccc1,2,-9,8,i,-11,i,i,i,i,0,i
